TDP1 block: blocks human tyrosyl-DNA phosphodiesterase 1; Potency, µM (doses to about 130 µM), without a hit: top-dose activity change, negative = inhibition, hits mostly inhibitors; hit rate 0.28% among 350,000; recombinant TDP1, AlphaScreen DNA substrate cleavage; further: nearly all actives have a fitted effect of over 40% in size
Target sequence (Q9NUW8 whole entry, looked up): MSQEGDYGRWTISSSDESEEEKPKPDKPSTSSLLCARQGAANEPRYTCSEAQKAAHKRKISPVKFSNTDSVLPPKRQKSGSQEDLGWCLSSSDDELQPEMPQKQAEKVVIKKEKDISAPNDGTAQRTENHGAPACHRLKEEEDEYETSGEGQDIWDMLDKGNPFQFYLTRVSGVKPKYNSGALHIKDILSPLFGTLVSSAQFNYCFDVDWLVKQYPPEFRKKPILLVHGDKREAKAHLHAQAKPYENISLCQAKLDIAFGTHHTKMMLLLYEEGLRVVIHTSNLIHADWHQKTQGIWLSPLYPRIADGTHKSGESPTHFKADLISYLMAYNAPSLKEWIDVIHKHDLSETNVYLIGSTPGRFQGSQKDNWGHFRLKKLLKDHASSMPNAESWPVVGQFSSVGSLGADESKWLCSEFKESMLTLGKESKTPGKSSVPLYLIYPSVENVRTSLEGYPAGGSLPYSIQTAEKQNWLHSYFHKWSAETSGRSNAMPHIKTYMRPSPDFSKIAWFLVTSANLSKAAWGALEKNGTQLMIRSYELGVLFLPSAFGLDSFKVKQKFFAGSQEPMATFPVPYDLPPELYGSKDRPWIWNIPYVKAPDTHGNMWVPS
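Enzyme-compound mixtures sat 15 min at room temperature, followed by a 5 min reaction with 15 nM final substrate and 10 min with AlphaScreen beads. Recombinant human Tdp1 was used at 1 nM final.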
FEN1 inh: inhibitors of human flap endonuclease 1; Recombinant FEN1 flap cleavage, fluorescence, 15 min; P39748; AID 588795; Potency, µM (highest dose often 114 µM), without a hit: at the highest dose activity change, negative = inhibition, hits mostly inhibitors; hit rate 0.35% among 390,000; further: nearly all actives have a fitted effect of over 65% in size
Target sequence (P39748 whole entry, looked up): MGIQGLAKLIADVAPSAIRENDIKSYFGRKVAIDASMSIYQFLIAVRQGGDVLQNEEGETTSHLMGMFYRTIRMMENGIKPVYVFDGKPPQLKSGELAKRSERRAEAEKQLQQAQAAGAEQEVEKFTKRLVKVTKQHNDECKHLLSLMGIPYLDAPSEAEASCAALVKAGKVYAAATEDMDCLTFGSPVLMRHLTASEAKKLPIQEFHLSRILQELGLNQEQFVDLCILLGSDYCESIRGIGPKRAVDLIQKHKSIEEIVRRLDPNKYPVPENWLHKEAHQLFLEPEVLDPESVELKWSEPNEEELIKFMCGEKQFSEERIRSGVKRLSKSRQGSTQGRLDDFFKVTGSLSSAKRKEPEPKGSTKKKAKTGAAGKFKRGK
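FEN1 at 10 nM preincubated with compounds 15 min at room temperature, then flap DNA substrate added at 50 nM final. Signal read at 0 and 15 min; concentration-response fitted with four-parameter Hill equation.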
N370S GC: inhibitors or activators of N370S glucocerebrosidase for Gaucher disease; Potency, µM (doses to about 59.4 µM), for inactives: at the top dose activity change, negative = inhibition, hits mostly inhibitors; AID 2101; P04062; hit rate 0.092% among 330,000; N370S GC spleen homogenate, 4MU-glucoside fluorescence;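 further: 0% = full enzyme activity and -100% = no enzyme basal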
An asterisk follows results filed as active; ? = inconclusive; . = not tested or not shown; [ ] = another dose, or the depositor's remark. The call rests on the fitted dose curve; in most records, active means well fitted curve in the direction sought with a large enough effect; inconclusive means small, poorly fitted or top-dose-only effect, or another doubt; inactive means no such curve, though single readings can be large; an effect the other way counts as inactive or inconclusive. Unless noted, on the % scale 0 is the no-effect control and ±100 the full control effect; potency means the concentration at half of the fitted maximal effect. No enrichment for hits (roughly 0.57% active in at least one column).

smiles,FEN1 inh,TDP1 block,N370S GC
COc1cccc(C2CC(=O)N(c3ccc(F)cc3)C3=C2C(=O)OC3)c1OC (stereo not given),15.1%,1.9%,.
Cc1ccc(C)c(C(=O)COC(=O)CNS(=O)(=O)c2ccccc2)c1,0.3%,.,-7.2%
CCc1ccccc1NC(=O)c1nc(-c2ccncc2)no1,-5.0%,6.5%,.
COc1ccccc1N1CCN(CC(O)COc2ccc3c(c2)CCC3)CC1 (stereo not given),-5.4%,3.8%,-2.5%
Cc1cc(C)nc(Nc2n[nH]c(COc3ccc(Cl)cc3)n2)n1,1.0%,0.0%,-20.0%
O=C(CSCc1ccc([N+](=O)[O-])cc1)NC1CC1,10.5%,-0.6%,-1.0%
CN(C)CCNC(=O)c1cc2c(=O)n(C)c3ccccc3c2n1C,?,-2.9%,1.5%
COc1cc(O)c2c(c1)OC(C)(C)CC2=O,-4.3%,6.2%,-23.8%
N/C(=N\N=C\c1ccco1)SC1CC(=O)N(c2ccccc2)C1=O (stereo not given),2.4%,-1.2%,0.7%
Cn1c(=O)oc2cc(S(=O)(=O)N3CCCC(C(=O)N4CCc5ccccc5C4)C3)ccc21 (stereo not given),-3.2%,-2.9%,-4.6%
CCCCN(C(=O)NC(=O)Nc1c(C)cc(C)cc1C)S(C)(=O)=O,-3.1%,6.3%,1.4%
CCOc1cc(CNCc2cccnc2)cc(Br)c1OCC(N)=O,9.6%,4.5%,-16.1%
CCOc1cc(S(=O)(=O)N2CCOCC2)ccc1F,-0.9%,4.3%,4.3%
Cc1cc(C(=O)OCC(=O)NCc2ccco2)c(C)n1-c1ccc(F)cc1,-1.1%,8.2%,14.5%
Cc1ccccc1C(=O)NC(=S)Nc1ccccc1[N+](=O)[O-],5.5%,5.1%,24.4%
O=C(CCC1CCCC1)N1CCC(N2CCCCCC2)CC1,7.3%,1.2%,3.4%
CC(C)(C)c1ccc(NC(=O)c2cc[n+]([O-])cc2)cc1,5.5%,.,-0.6%
CC(=O)NS(=O)(=O)c1ccc(NC(=O)C(Sc2ccccc2)c2ccccc2)cc1 (stereo not given),11.0%,4.2%,-2.5%
CC(C)c1ccccc1NC(=S)NN(Cc1ccccc1)c1ccccc1,3.7%,10.1%,14.1%
Cc1c(Cl)cccc1NCC(=O)Nc1ccc(Cl)cc1F,-20.3%,2.7%,-5.6%
O=C(CSc1ccc(S(=O)(=O)N2CCCCC2)cn1)Nc1ccccc1Br,7.4%,-0.2%,.
O=C1C=C(c2cccc3c2Oc2ccccc2S3)C[C@@H](c2ccc(Cl)cc2)C1,10.9%,0.6%,.
COc1cc(/C=C/C(=O)N[C@@H](Cc2c[nH]c3ccccc23)C(=O)O)ccc1O,-9.6%,.,-5.5%
CCn1c(SC(C)C)nnc1-c1c[nH]c2ccccc12,20.3%,1.0%,-3.0%
N#CCSc1ccsc1C(=O)Nc1ccc(F)cc1,-5.8%,-1.0%,10.6%
COc1ccc(OC)c(NC(=O)CCCCCn2nnc3ccccc3c2=O)c1,-4.8%,.,-3.4%
CCOC(=O)c1cc(-c2ccccc2)n(CCCC(=O)Nc2ccccc2C)c1C,16.3%,2.8%,.
O=C(NCCc1nc2ccccc2[nH]1)/C(=C/c1ccc(F)cc1)NC(=O)c1ccco1,15.8%,4.2%,-0.1%
Cc1cccc(Nc2nnc(SCC(=O)c3c(N)n(C4CC4)c(=O)[nH]c3=O)s2)c1,21.1%,-8.2%,.
O=c1[nH]c2cc([N+](=O)[O-])cc([N+](=O)[O-])c2[nH]c1=O,.,10.2%,-6.9%

3 compounds picked at random from those above, as already listed:
smiles,FEN1 inh,TDP1 block,N370S GC
CCOc1cc(S(=O)(=O)N2CCOCC2)ccc1F,-0.9%,4.3%,4.3%
O=C(CSc1ccc(S(=O)(=O)N2CCCCC2)cn1)Nc1ccccc1Br,7.4%,-0.2%,.
COc1ccc(OC)c(NC(=O)CCCCCn2nnc3ccccc3c2=O)c1,-4.8%,.,-3.4%

Next part
smiles,FEN1 inh,TDP1 block,N370S GC
CCc1nnc(NC(=O)C2CCCCC2)s1,-1.3%,2.1%,6.7%
O=C(CNc1cccc(S(=O)(=O)N2CCCC2)c1)Nc1ccc(F)c(F)c1,-11.0%,0.4%,-9.9%
Cc1cccn2c(=O)cc(CSc3nnc(NC(=O)C(C)C)s3)nc12,2.5%,2.7%,.
CCCCCCCCC,.,3.7%,-2.0%
Cc1ccc(N(CC(=O)NCc2ccccc2)C(=O)c2csnn2)c(C)c1,-1.6%,0.5%,-3.3%
COc1cc(NC(=O)N2CCC(CN3CCCC3)CC2)cc(OC)c1OC,-1.5%,5.0%,.
ONC(=Nc1ccc(Cl)cc1)c1ccccc1Cl,8.9%,-2.1%,-27.4%
CCN(C(=O)CN1CCN(S(=O)(=O)c2ccccc2C(F)(F)F)CC1)c1c(N)n(Cc2ccccc2)c(=O)[nH]c1=O,1.6%,-1.9%,2.3%
Cc1ccc(C)c(NC(=O)CCc2nnc3ccc(NCc4ccco4)nn23)c1,-19.6%,-8.0%,-14.4%
Cn1cc(CNCCCn2ncc3ccccc32)c(-c2ccccc2F)n1,-11.8%,0.0%,-2.9%
COc1ccc(C2Nc3ccccc3NC3=C2C(=O)CC(C)(C)C3)cc1 (stereo not given),-7.2%,.,-5.5%
COc1cc(-c2noc(C)c2/C=C/c2ccc(C(=O)O)cc2)cc(OC)c1OC,-4.6%,.,-4.8%
C[C@H]1Cc2c(COc3ccccc3)nc3c(c2CO1)CN(S(=O)(=O)c1ccc(Cl)c2nonc12)CC3,.,9.2%[12.3 µM],1.9%[12.8 µM]
NS(=O)(=O)c1ccc(NC(=O)COC(=O)/C(=C/c2cccs2)c2cccs2)cc1,11.4%,-1.2%,-13.7%
CN(C)c1cccc(C(=O)OCC(=O)N(C)c2ccccc2)c1,-3.0%,2.8%,-8.6%
COCCn1nnnc1C(c1ccccn1)N1CCN(c2cccc(C)c2C)CC1 (stereo not given),2.9%,-2.5%,-0.7%
CCOC(=O)c1ccccc1NC(=O)CSc1nnnn1C,5.4%,1.0%[56.1 µM],3.6%
CCCS(=O)(=O)c1c(S(=O)(=O)CCC)c2c3ccccc3ccn2c1C(=O)OC,0.1%,-5.5%,4.4%
O=C1c2ccccc2-c2nc3ccccc3cc21,-22.1%,.,-8.4%
Cc1ccsc1C(=O)OCC(=O)c1ccc(OC(F)F)cc1,10.7%,1.2%,.
COC(=O)Cn1cc(C(=O)c2ccco2)c2ccccc21,6.4%,1.1%,4.1%
CN(C)S(=O)(=O)N1CCN(C(=O)c2ccccc2Cl)CC1,-9.5%,1.0%,-12.4%
CSc1ccc(Cl)c(C(=O)Nc2cc(S(=O)(=O)N3CCOCC3)ccc2N2CCOCC2)c1,-2.7%,2.4%,.
CCOCCc1nnc(NC(=O)CCC2CCCCC2)s1,18.4%,2.9%,-11.8%
CC(=O)Nc1cccc2c1C(=O)NC2=O,-1.3%,3.1%,-11.4%
C/C(CC(=O)NCCc1ccccc1)=N\NC(=O)COc1ccc(Br)cc1,-10.3%,.,0.6%
O=C(NCC1CCCO1)c1onc(CSc2cccc(Cl)c2)c1C(=O)O (stereo not given),-3.5%,5.2%,17.0%
CCOc1ccccc1-n1c(SCC(=O)Nc2ccc(CC)cc2)nc2n[nH]c(C)c2c1=N,1.7%,6.1%,-15.4%
O=c1ccc(/C=C/c2ccccc2)nn1Cc1ccc(Cl)cc1Cl,-10.7%,0.0%,11.1%
Cc1ccc(Cn2c(CNS(=O)(=O)c3ccc(F)c(Cl)c3)nc3cccnc32)cc1,17.6%,0.0%,.

Of the compounds above, 8 contain an NH in an aromatic ring:
smiles,FEN1 inh,TDP1 block,N370S GC
Cc1cc(C)nc(Nc2n[nH]c(COc3ccc(Cl)cc3)n2)n1,1.0%,0.0%,-20.0%
COc1cc(/C=C/C(=O)N[C@@H](Cc2c[nH]c3ccccc23)C(=O)O)ccc1O,-9.6%,.,-5.5%
CCn1c(SC(C)C)nnc1-c1c[nH]c2ccccc12,20.3%,1.0%,-3.0%
O=C(NCCc1nc2ccccc2[nH]1)/C(=C/c1ccc(F)cc1)NC(=O)c1ccco1,15.8%,4.2%,-0.1%
Cc1cccc(Nc2nnc(SCC(=O)c3c(N)n(C4CC4)c(=O)[nH]c3=O)s2)c1,21.1%,-8.2%,.
O=c1[nH]c2cc([N+](=O)[O-])cc([N+](=O)[O-])c2[nH]c1=O,.,10.2%,-6.9%
CCN(C(=O)CN1CCN(S(=O)(=O)c2ccccc2C(F)(F)F)CC1)c1c(N)n(Cc2ccccc2)c(=O)[nH]c1=O,1.6%,-1.9%,2.3%
CCOc1ccccc1-n1c(SCC(=O)Nc2ccc(CC)cc2)nc2n[nH]c(C)c2c1=N,1.7%,6.1%,-15.4%

More records.
smiles,FEN1 inh,TDP1 block,N370S GC
O=C(O)c1cc(Cl)cc(Cl)c1,.,5.4%,5.1%
N#CC1=C(N)SC(N)=C(C#N)C1c1ccc(C(F)(F)F)cc1,.,6.9%,-6.4%
O=C(NC(=S)Nc1ccc(Cc2ccncc2)cc1)c1ccccc1F,-10.0%,-2.4%,3.7%
COC(=O)c1c(C(C)=O)cnc2ccc(Br)cc12,-5.5%,7.3%,-1.3%
COc1ccc(-n2c(Cn3c(=O)sc4ccccc43)nnc2SC)cc1,-1.3%,0.0%,-0.5%
CC(C)(C)c1ccc(/C=C/C(=O)Nc2ccncc2)cc1,-14.7%,7.7%,?
O=C(Cc1c(F)cccc1Cl)NNC(=O)c1ccco1,7.2%,0.3%,.
O=C(COC(=O)/C=C/c1ccc(OC(F)F)cc1)Nc1ccc(N2CCOCC2)cc1,-5.5%,.,-12.8%
O=C(Cn1c(=O)n(-c2ccc(Cl)cc2)c(=O)c2c3c(sc21)CCC3)c1ccc(F)cc1,-5.0%,-1.8%,.
CCN(CC(=O)Nc1ccc2c(c1)OCCO2)CC(=O)Nc1ccc(C)c([N+](=O)[O-])c1,-19.9%,6.0%,.
COc1ccc(NC(=O)CN(c2cc(C)cc(C)c2)S(=O)(=O)c2c(C)noc2C)cc1,-1.7%,3.9%,13.9%
CCCCN(CC)C(=O)/C=C/c1cccc([N+](=O)[O-])c1,-2.9%,5.9%,4.2%
CC(=O)c1ccc(N2CCN(S(=O)(=O)c3c(C(=O)N4CCCC4)c(C)n(C)c3C)CC2)cc1,1.3%,2.4%,-12.2%
Cn1ccc2cc(S(=O)(=O)N3CCCC(C(=O)NCc4ccccc4)C3)ccc21 (stereo not given),-9.3%,4.1%,.
CC(=O)Nc1nc(-c2ccccc2)ns1,-0.1%,0.0%,4.9%
CN(CC(=O)Nc1ccc(F)cc1)CC(=O)Nc1ccc(F)c(F)c1F,3.3%,2.7%,-11.0%
Cn1cccc1-c1cc(C(=O)N/N=C/c2ccccc2Cl)[nH]n1,-10.4%,-14.5%,-6.2%
CCc1csc(CCNC(=O)C2CCC(=O)N(Cc3ccccc3F)C2)n1 (stereo not given),-6.5%,3.3%[56.1 µM],-4.3%
Cc1ccc(C(C)C)c(OCC(O)CN(C)Cc2ccccc2)c1 (stereo not given),-16.1%,.,-17.0%
Cc1ccnc(NC(=O)c2sc3cc(Cl)ccc3c2Cl)c1,14.3%,3.0%,4.5%
COc1ccc(CC(=O)Nc2ccc(-c3nc4ccccc4s3)cc2Cl)cc1OC,-21.7%,6.4%,.
O=C(C1CCN(S(=O)(=O)c2cccnc2)CC1)N1CCCCC1,8.9%,1.8%,-5.5%
CN(C)CC(C)(C)CNC(C(=O)Nc1ccc(Cl)cc1C(F)(F)F)c1ccccc1 (stereo not given),-5.2%,2.3%,-4.5%
Cc1cccc(NC(=O)C(=O)NCC(c2ccc3c(c2)OCO3)N2CCN(c3ccccc3)CC2)c1 (stereo not given),4.8%,2.2%,.
O=c1c(S(=O)(=O)c2ccc(Cl)cc2)cn(Cc2ccccc2)c2ccc(F)cc12,-1.5%,-2.2%,4.8%
COc1cc(-c2nc3ccc4ccccc4c3c3c2CCC3)cc(OC)c1OC,2.6%,1.5%,-4.6%
COc1cc(C(=O)NNC(=O)CSc2nnc3ccccn23)cc(OC)c1OC,2.6%,0.4%,.

Record cards, from the list above.
Listed for Cc1ccnc(NC(=O)c2sc3cc(Cl)ccc3c2Cl)c1 : FEN1 inh: 14.3%; TDP1 block: 3.0%; N370S GC: 4.5%
Listed for O=c1c(S(=O)(=O)c2ccc(Cl)cc2)cn(Cc2ccccc2)c2ccc(F)cc12 : FEN1 inh: -1.5%; TDP1 block: -2.2%; N370S GC: 4.8%

Screening data from PubChem BioAssay.
